Screens as filed in PubChem.
MazEF act – increases E. coli MazEF RNase cleavage of RNA | P0AE70 | FAM/BHQ RNA-DNA oligo cleavage fluorescence, 5 h | activation, % at 20 µM | 350,000 tested, 0.32% active; in the data active = activation above about 50%
Target sequence (P0AE70 whole entry, looked up): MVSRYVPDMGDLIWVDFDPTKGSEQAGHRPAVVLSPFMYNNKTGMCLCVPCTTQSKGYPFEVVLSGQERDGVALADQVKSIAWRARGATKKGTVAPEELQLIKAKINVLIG
Rv3671c inh – inhibitors of M. tuberculosis serine protease Rv3671c; P9WHR9; inhibition, % at 5.96 µM; 320,000 tested, 0.048% active; AID 2606; in the data active = inhibition above about 38%;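 also: extracellular domain of Rv3671c used as enzyme; 0% = enzyme with DMSO and 100% = no enzyme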
Target sequence (P9WHR9 whole entry, looked up, the tested form may be a part): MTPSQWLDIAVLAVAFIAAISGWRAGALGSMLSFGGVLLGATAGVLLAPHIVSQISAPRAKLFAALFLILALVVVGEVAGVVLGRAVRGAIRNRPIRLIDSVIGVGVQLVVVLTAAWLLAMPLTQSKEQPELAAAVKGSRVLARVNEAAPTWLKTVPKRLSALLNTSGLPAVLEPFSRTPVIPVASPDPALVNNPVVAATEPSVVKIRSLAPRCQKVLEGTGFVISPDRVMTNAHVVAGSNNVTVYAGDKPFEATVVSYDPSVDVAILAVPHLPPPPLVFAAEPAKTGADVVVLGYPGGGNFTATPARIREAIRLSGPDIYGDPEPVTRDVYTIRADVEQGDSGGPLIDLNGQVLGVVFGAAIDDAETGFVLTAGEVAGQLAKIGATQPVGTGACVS
CCHFV vOTU inh – blocks the CCHF virus ovarian tumor domain protease | 370,000 tested, 0.55% active | CCHFV vOTU protease, Pep-AMC fluorescence | AID 651958 | inhibition, % at 11.5 µM; in the data active = inhibition above about 30%; also: 0% = vehicle wells with enzyme and 100% = no enzyme wells
SARS 3CLpro inh – SARS-CoV 3CLpro protease inhibition; recombinant SARS-CoV 3CLpro, quenched FRET peptide cleavage; inhibition, % at 6 µM; P0C6X7; 290,000 tested, 0.14% active; AID 1706; in the data active = inhibition above about 12%
PrPC TRFRET – inhibitors of human cell surface prion protein PrPC; P04156; TR-FRET read-out; inhibition, % at 13.8 µM; 370,000 tested, 0.43% active; AID 720596; in the data active = inhibition above about 24%; also: 0% = median of the test wells and 100% = reference compound wells
Vc quorum ag – quorum light induction in luxS cqsA deficient V. cholerae; V. cholerae BH1578 lux reporter, luminescence, 6 h; activation, % at 18.7 µM; 350,000 tested, 0.16% active; AID 588436; in the data active = activation mostly above about 9.7%, no sharp cut-off; inconclusive = no clear call, values can overlap the other calls; inactive = mostly below about 3.7%; also: not every result past the cut was called active; inactives centre near 0; reference of the scale not given here
DUSP3 inh – DUSP3 (human) phosphatase inhibition | 290,000 tested, 0.52% active | recombinant VHR phosphatase, pNPP absorbance | inhibition, % at 13.3 µM; in the data active = inhibition above about 50%; also: some compounds called inactive have numbers as strong as hits
Target sequence (P51452 whole entry, looked up): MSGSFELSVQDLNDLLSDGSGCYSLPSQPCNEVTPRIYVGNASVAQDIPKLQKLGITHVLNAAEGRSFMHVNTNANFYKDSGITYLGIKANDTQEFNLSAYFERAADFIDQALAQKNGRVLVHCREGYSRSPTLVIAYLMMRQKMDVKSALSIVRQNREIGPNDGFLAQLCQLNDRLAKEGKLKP
Yp Topo-I inh – blocks Yersinia pestis topoisomerase I activity. Y. pestis Topo-I cleavage product accumulation, plate reader. activity, % at 10 µM. 360,000 tested, 0.064% active; in the data active = activity above about 50%, passing the limit was not always enough; inconclusive = no clear call, values can overlap the other calls; also: inactives centre near 2
SSB-PriA inh – K. pneumoniae PriA-SSBct interaction inhibition. 430,000 tested, 0.6% active. AlphaScreen SSBct-PriA binding, biotinylated peptide. inhibition, % at 33 µM; in the data active = inhibition mostly above about 37%, no sharp cut-off; inactive = mostly below about 20%;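 also: plate controls were negative control peptide for no effect and reference peptide for full effect; strong numbers were not always called active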
TcdB GH inh – blocks C. difficile toxin B glycohydrolase activity. P18177. TcdB glycohydrolase enzymatic assay, plate reader. inhibition, % at 9.99 µM. 350,000 tested, 0.24% active; in the data active = inhibition above about 10%
The depositor's hits bear a star; i = inactive; ? = inconclusive; . = not tested or not shown; & = joins results of further samples.

SMILES	MazEF act	Rv3671c inh	CCHFV vOTU inh	SARS 3CLpro inh	PrPC TRFRET	Vc quorum ag	DUSP3 inh	Yp Topo-I inh	SSB-PriA inh	TcdB GH inh
COc1ccc(NC(C)(C)c2nnnn2-c2c(C)cccc2C)cc1	5.1	-3.1	-3.1	4.7	-7.0	-0.6	16.6	7.0	17.4	2.8
Cc1ccccc1C(=O)N1CCN(c2ccc(NC(=O)c3cccc(OC(C)C)c3)cc2)CC1	0.0	3.3	2.0	-0.6	-0.5	i	9.7	3.6	3.4	1.5
O=C(NCc1ccccn1)C(C(=O)c1ccc(F)cc1)n1ccccc1=O (configuration not stated)	-3.1	-11.8	13.1	-1.4	0.8	12.5	2.9	11.5	-8.1	.
O=C(/C=C/c1ccccc1)NCCS(=O)(=O)N1CCN(c2ccc(F)cc2)CC1	2.8	-5.3	-3.9	.	-6.3	0.5	.	10.1	3.8	1.6
CCOC(=O)CSC1=NC(=O)/C(=C\c2ccc(Cl)cc2)S1	30.5	-4.6	12.8	2.5	-8.0	i	14.0	5.1	-0.1	.
COc1ccc(C2=CC(=O)CC(c3ccc(F)cc3)C2)cn1 (configuration not stated)	3.2	7.3	8.0	.	4.0	i	.	11.8	2.7	.
CCOCCCNC(=O)C(c1ccc(OC)cc1)N(Cc1ccc2c(c1)OCO2)C(=O)c1cnccn1 (configuration not stated)	-6.8	-0.5	-10.2	-2.1	3.4	i	-6.0	-6.1	5.3	-2.6
Cc1noc(C)c1C(=O)Nc1nc(-c2ccc(F)c(F)c2)cs1	2.2	-6.7	-3.2	.	3.3	-0.3	.	2.1	-1.2	0.0
Cc1ccc(/C=N\NC(=O)c2ccc(Cn3cc(Br)c([N+](=O)[O-])n3)o2)o1	3.3	0.2	-5.0	1.9	-7.8	0.1	11.1	-0.1	.	1.1
COCCOC(=O)C1=C(C)N=C2SCCC(=O)N2C1c1cccs1 (configuration not stated)	5.2	5.6	-13.7	1.4	1.3	i	4.3	9.4	-4.8	1.2
Cc1cc(NCC2CCCCC2)nc2ccccc12	11.8	6.3	8.8	0.0	6.9	-0.2	14.4	13.6	-18.6	0.3
COC(=O)c1ccc(NC(=O)CN(c2ccc(OC)cc2)S(C)(=O)=O)cc1	-9.2	6.4	-3.2	3.1	-0.1	3.7	6.3	-4.5	-10.7	.
O=C(CN1CCCCC1)NNc1nc(-c2ccccc2)c2cc(Br)ccc2n1	7.0	-3.6	-11.1	8.8	-4.2	i	22.4	3.5	-3.3	-0.4
CN(c1ccc(OC(=O)CN2C(=O)NC3(CCCC3)C2=O)cc1)S(=O)(=O)c1ccccc1	-3.1	2.6	-4.8	.	1.9	-1.4	.	25.1	-1.2	1.1
O=C(Nc1ccc2c(c1)OCCO2)N1CCOCC1	-7.8	7.0	-2.5	2.7	10.0	-1.1	-3.2	4.3	3.7	1.0
Cc1ccc(S(=O)(=O)N/N=C/c2cccc([N+](=O)[O-])c2)cc1	4.4	-15.3	2.1	11.8	0.7	i	4.0	0.1	.	.
COc1ccc2c(ccc[n+]2[O-])c1	8.8	.	3.4	.	-6.7	-7.7	.	-6.7	2.4	0.7
O=C(CN1CCOCC1)Nc1ccc(-c2nc3ccccc3[nH]2)cc1	-1.5	0.9	-11.9	0.9	0.8	i	27.0	-0.3	11.7	.
COc1ccccc1CN(C)C(=O)CSc1nnc(C2CC2)n1C1CC1	4.2	-0.4	-1.4	.	4.4	-0.2	.	8.5	8.1	-0.6
Cc1nc(-c2ccc(S(=O)(=O)Nc3ccccc3C)cc2)co1	13.0	-6.8	4.4	-8.6	5.3	-0.1	7.1	-8.9	-1.0	2.3
CCCCn1c(SCC(N)=O)nnc1-c1ccco1	1.0	0.6	10.1	-2.4	-1.5	-0.2	28.4	-1.4	-20.9	0.2
NC(=O)[C@@H]1CC2(CC(c3cccc(NC(=O)COc4ccc(Cl)cc4)c3)=NO2)CN1C(=O)COc1ccc(Cl)cc1 (some centres not stated)	-39.2	-92.9	0.6	.	-9.4	-0.6	22.5	20.5	-6.1	1.0
Cc1noc(C)c1NC(=O)Nc1cccc2c1O[C@H](CN(C)S(=O)(=O)c1ccc(F)cc1)[C@@H](C)CN([C@H](C)CO)C2=O	4.0	9.0	-9.5	.	11.5	i	.	8.9	-0.2	-0.4&0.8
Cc1cccc(NC(=O)Cn2cnc3c(oc4ccccc43)c2=O)c1	-30.9	1.6	-7.9	2.4	-2.4	-0.4	1.7	-5.2	-1.2	-0.1
CC[C@]12c3[nH]c4ccc(OC)cc4c3CCN1C(=O)C(CC(=O)NCCN1CCOCC1)C[C@@H]2C(=O)N1CCN(C(=O)C2CC2)CC1 (some centres not stated)	1.7	.	-6.4	.	-8.0	i	.	-6.3	-5.5	-0.3
Other results
SMILES	MazEF act	Rv3671c inh	CCHFV vOTU inh	SARS 3CLpro inh	PrPC TRFRET	Vc quorum ag	DUSP3 inh	Yp Topo-I inh	SSB-PriA inh	TcdB GH inh
Cc1ccnc(SCC(=O)Nc2sc3c(c2C#N)CCCC3)n1	7.2	-3.4	-5.4	-1.4	15.0	i	33.9	24.8	-12.6	.
CCOC(=O)CSc1nc(C)c2cc(OC)ccc2n1	8.9	-3.5	-23.0	-3.2	-2.2	i	-7.5	9.3	-23.8	.
CCCCOc1ccc(/C(O)=C2/C(=O)C(=O)N(CCCOC)C2c2ccncc2)cc1C (configuration not stated)	-4.8	2.8	-5.0	0.2	6.7	-5.9	20.0	2.5	.	1.8
O=c1oc2ccccc2c(Cl)c1CN1CCCCC1	1.3	-11.2	3.4	-1.9	3.1	-0.4	29.6	0.5	-1.8	1.5
CC1CC(C)CN(C(=O)C(C)N2CCN(S(=O)(=O)c3ccc(C(F)(F)F)cc3)CC2)C1 (configuration not stated)	2.6	.	21.6	.	8.8	-0.3	.	18.9	-13.7	0.1
CC(C)(CNC(=S)NCCc1ccccc1)CNC(=S)NCCc1ccccc1	-16.8	.	1.6	3.0	0.1	i	-10.1	6.0	8.1	1.9
Cc1ccc(C(=O)O/N=C/C2=C(Cl)c3ccccc3CC2)cc1	-17.2	5.1	0.6	3.6	-3.7	-0.4	-15.5	1.7	.	.
COC(=O)c1ccccc1NC(=O)c1noc2c1CCCC2	-3.0	-9.0	19.9	2.0	4.0	i	3.5	-2.4	-9.2	.
Cc1ccc(S(=O)(=O)N(CC(=O)N2CCc3ccccc3C2)c2ccc(Cl)c(Cl)c2)cc1	-0.6	-20.7	5.1	-8.7	-0.6	-0.2	-1.6	23.5	-6.0	.
COC(=O)N1CCCCC1c1cc(C(=O)NCc2cccnc2)no1 (configuration not stated)	.	.	9.5	.	-0.2	0.1	.	1.2	.	0.5
Cc1ccc(S(=O)(=O)Oc2ccccc2[N+](=O)[O-])cc1	-4.9	.	-3.7	.	-5.4	i	.	0.6	3.1	2.3
C#CC[N+]1(CC#Cc2cccc(C)c2)CCCCC1	2.0	-1.6	-10.1	-1.0	0.1	i	6.2	-2.5	-6.9	0.6
COCCCn1cnc2c(c1=O)c1nc3ccccc3nc1n2-c1ccccc1	-2.0	0.4	-0.9	2.4	-23.1	i	-2.7	8.9	-9.7	.
Cc1ccc(CNC(=O)C(=O)NCC2OCCN2S(=O)(=O)c2ccc(Cl)cc2)cc1 (configuration not stated)	-6.3	2.7	9.7	-1.4	3.0	i	-7.2	-7.6	-1.3	0.9
CCC1CCCCN1CCCNC(=O)CN1C(=O)CSc2ccc(S(=O)(=O)N3CCC(C)CC3)cc21 (configuration not stated)	12.4	-8.3	-0.7	-3.5	-9.4	5.6	5.3	3.8	2.8	3.2
CC1CCc2nc(/C(C#N)=C/c3cccnc3)sc2C1 (configuration not stated)	-9.1	6.6	2.6	-1.7	-15.7	i	11.0	12.7	3.2	1.2
O=C(CN1C(=O)COc2ccc(S(=O)(=O)N3CCCCC3)cc21)NCc1ccccc1Cl	1.6	5.0	5.1	4.4	-3.6	-2.1	-19.8	15.3	-7.2	0.6
CC(C)CNC(=O)c1ccc(Cl)c(Cl)c1	0.7	4.7	-7.1	-2.0	1.5	-0.6	-6.0	1.8	-4.0	.
CCOC(=O)c1[nH]c(C)c(C(=O)Nc2ccc3c(c2)OCCO3)c1C	6.7	5.3	-9.1	2.4	-2.5	-0.5	3.3	-2.8	6.0	.
C[C@H](Nc1ncnc2sc3c(c12)CCC3)C(=O)O	0.5	2.3	19.1	1.2	4.2	.	23.7	0.2	-16.1	.
O=C(CNC1CC1)Nc1cc(C(F)(F)F)ccc1Cl	2.8	-1.4	-10.0	1.5	-2.9	i	-2.5	6.9	-1.4	0.7
CCOC(=O)N1CCC(N(CCOC)C(=O)Nc2ccc(CC)cc2)CC1	-1.4	-1.4	-3.9	-0.8	1.4	-1.7	3.5	-0.6	-8.0	.
Cc1ccc(-n2c(C)nc3c(cnn3-c3ccc(F)cc3)c2=O)cc1	4.1	-1.4	-8.1	2.0	5.3	.	16.8	15.3	4.9	.
O=C(COC(=O)Cc1ccc(S(=O)(=O)N2CCOCC2)s1)Nc1ccccc1Cl	-8.9	-2.8	10.2	.	-1.0	i	.	14.4	-23.1	0.0
N#CCC(=O)Nc1ccc(C(=O)NNC(=S)NC2CC2)cc1	4.1	.	-4.8	.	-2.4	-2.9	.	?	-7.7	1.4
Next section
SMILES	MazEF act	Rv3671c inh	CCHFV vOTU inh	SARS 3CLpro inh	PrPC TRFRET	Vc quorum ag	DUSP3 inh	Yp Topo-I inh	SSB-PriA inh	TcdB GH inh
CN(C)/C=C(\C(=O)c1ccccc1)c1nnnn1-c1ccc(F)cc1	9.6	-6.6	-3.0	-1.8	-8.9	-0.4	8.4	-7.1	-17.4	0.3
COC1OC(COC(=O)CNC(=O)OC(C)(C)C)C(O)C(O)C1O (configuration not stated)	0.0	-9.9	-7.5	-3.1	-3.4	i	7.4	-0.6	4.6	.
NS(=O)(=O)c1ccc(NC(=O)CSc2nc3c(cnn3-c3ccccn3)c(=O)[nH]2)cc1	4.3	.	8.6	.	-7.6	-2.9	.	-8.1	-6.3	0.6
CCN(CC)C(=O)C1CCCN(C/C=C/c2ccccc2[N+](=O)[O-])C1 (configuration not stated)	7.4	1.1	2.1	-0.8	-21.0	i	17.8	6.0	-18.0	0.0
COc1ccc2cc(CCl)c(Cl)nc2c1	-8.6	-0.4	-1.9	-3.8	0.3	i	-2.7	2.5	3.7	-0.2
CC(=O)NC(c1ccco1)c1ccc2cccnc2c1O (configuration not stated)	3.8	8.7	.	4.9	.	.	-2.3	0.9	85.2	1.5
Cc1ccc(NC(=O)CN2C(=O)N/C(=C/c3cccn3-c3ccc(C(=O)O)cc3)C2=O)cc1	-6.2	2.4	8.2	3.9	-6.4	-0.3	21.3	-14.9	14.5	.

As a short view, seven of the compounds above:
SMILES	MazEF act	Rv3671c inh	CCHFV vOTU inh	SARS 3CLpro inh	PrPC TRFRET	Vc quorum ag	DUSP3 inh	Yp Topo-I inh	SSB-PriA inh	TcdB GH inh
Cc1noc(C)c1C(=O)Nc1nc(-c2ccc(F)c(F)c2)cs1	2.2	-6.7	-3.2	.	3.3	-0.3	.	2.1	-1.2	0.0
Cc1ccc(/C=N\NC(=O)c2ccc(Cn3cc(Br)c([N+](=O)[O-])n3)o2)o1	3.3	0.2	-5.0	1.9	-7.8	0.1	11.1	-0.1	.	1.1
COCCOC(=O)C1=C(C)N=C2SCCC(=O)N2C1c1cccs1 (configuration not stated)	5.2	5.6	-13.7	1.4	1.3	i	4.3	9.4	-4.8	1.2
Cc1cc(NCC2CCCCC2)nc2ccccc12	11.8	6.3	8.8	0.0	6.9	-0.2	14.4	13.6	-18.6	0.3
COC(=O)c1ccc(NC(=O)CN(c2ccc(OC)cc2)S(C)(=O)=O)cc1	-9.2	6.4	-3.2	3.1	-0.1	3.7	6.3	-4.5	-10.7	.
O=C(CN1CCCCC1)NNc1nc(-c2ccccc2)c2cc(Br)ccc2n1	7.0	-3.6	-11.1	8.8	-4.2	i	22.4	3.5	-3.3	-0.4
CN(c1ccc(OC(=O)CN2C(=O)NC3(CCCC3)C2=O)cc1)S(=O)(=O)c1ccccc1	-3.1	2.6	-4.8	.	1.9	-1.4	.	25.1	-1.2	1.1

These rows are one share of the data, so the mix of outcomes need not match the whole.
